Neddyl block: inhibitors of human cullin neddylation; P61081+Q13564; TR-FRET cullin neddylation, biochemical; calls only at 25 µM; 360,000 tested, 0.58% active; in the data active = inhibition above about 36%
Rin1 Abl inh: blocks binding of human Rin1 to Abl; inhibition, % at 7.35 µM; P00519+Q13671; TR-FRET Rin1/Abl binding, biochemical; 360,000 tested, 0.4% active; AID 588664; in the data active = inhibition above about 5%, passing the limit was not always enough
eLon inh: inhibits E. coli Lon protease | 360,000 tested, 0.42% active | P0A9M0 | inhibition, % at 7.94 µM | purified E. coli Lon protease, fluorescence polarization; in the data active = inhibition above about 13%, passing the limit was not always enough;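 note: 0% = enzyme with probe and DMSO and 100% = no enzyme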
Target sequence (P0A9M0 whole entry, looked up): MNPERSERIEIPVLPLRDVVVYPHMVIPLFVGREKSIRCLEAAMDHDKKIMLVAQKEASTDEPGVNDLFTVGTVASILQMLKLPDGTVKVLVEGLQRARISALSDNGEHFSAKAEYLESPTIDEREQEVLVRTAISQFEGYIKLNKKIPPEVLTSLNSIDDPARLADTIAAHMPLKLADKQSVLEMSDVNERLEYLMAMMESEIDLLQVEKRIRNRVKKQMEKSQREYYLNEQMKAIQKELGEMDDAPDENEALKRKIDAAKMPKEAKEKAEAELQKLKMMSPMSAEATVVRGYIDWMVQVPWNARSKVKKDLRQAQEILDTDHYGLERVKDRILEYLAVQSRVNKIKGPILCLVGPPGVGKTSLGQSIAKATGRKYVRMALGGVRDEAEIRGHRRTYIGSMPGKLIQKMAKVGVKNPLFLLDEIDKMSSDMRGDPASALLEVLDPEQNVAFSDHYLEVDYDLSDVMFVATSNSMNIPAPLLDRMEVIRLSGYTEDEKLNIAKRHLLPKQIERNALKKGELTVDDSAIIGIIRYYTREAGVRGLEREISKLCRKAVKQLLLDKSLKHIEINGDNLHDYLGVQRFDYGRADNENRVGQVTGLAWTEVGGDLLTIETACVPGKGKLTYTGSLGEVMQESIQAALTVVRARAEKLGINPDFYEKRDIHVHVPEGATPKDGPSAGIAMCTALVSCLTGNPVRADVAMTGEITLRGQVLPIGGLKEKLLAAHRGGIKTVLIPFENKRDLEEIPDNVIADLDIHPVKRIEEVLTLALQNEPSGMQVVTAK
bovine MsrA act: bovine methionine sulfoxide reductase A activation. purified bovine MsrA, absorbance read-out. 360,000 tested, 0.3% active. activation, % at 10.6 µM. AID 602163; in the data active = activation above about 7.5%;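 note: 0% = vehicle and 100% = reference activator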
CSN inh: inhibitors of human CSN-mediated cullin deneddylation | Q92905 | 360,000 tested, 0.38% active | Purified CSN, SCF-Nedd8-OG deneddylation, fluorescence polarization | AID 651999 | inhibition, % at 12.5 µM;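 active = pattern-corrected inhibition above about 35%, with an unprinted fluorescence ratio check between 0.5 and 1.5, limit read from the data, passing the limit was not always enough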;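 note: 0% = enzyme with substrate and 100% = substrate without enzyme; some results filed as inactive read as strong as hits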
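Test system: purified human Csn5 enzyme expressed in HEK293T cells. Amount: 0.24 nM enzyme. Reagent: SCFSkp2-Nedd8OG substrate at 10 nM final. Schedule: 90 min incubation of compound, enzyme and substrate at room temperature. Detection: fluorescence polarization. Read-out: % inhibition of substrate cleavage by Csn5.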
Tb MetRS inh: Trypanosoma brucei MetRS inhibition | purified T. brucei MetRS, ATP depletion, Kinase-Glo luminescence | 360,000 tested, 0.4% active | inhibition, % at 11.9 µM;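 active = inhibition above a per-plate cutoff of the control wells' mean inhibition plus 3 SD, cut at about 5.5% in these data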;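 note: 0% = DMSO wells median and 100% = median of wells with control inhibitor compound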
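Material – parasite MetRS enzyme · Medium – HEPES-MgCl2-KCl buffer plus DTT, spermine, BSA, pyrophosphatase · Reagent – ATP, methionine and E. coli bulk tRNA substrates · Times – 15 min enzyme-compound preincubation, 2 h reaction, 10 min detection, 25 °C · Measured by – luminescence of leftover ATP · Evaluation – percent inhibition relative to median high and low control wells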
PABP1 MLLE inh: blocks PAM2 peptide binding to the PABP1 MLLE domain. 360,000 tested, 0.36% active. P11940. AID 588489. inhibition, % at 20 µM. GST-MLLE / FITC-PAM2 fluorescence polarization; in the data active = inhibition above about 35%, passing the limit was not always enough;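 note: plate controls were DMSO wells with GST-MLLE for no effect and wells lacking GST-MLLE protein for full effect; some results filed as inactive read as strong as hits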
FAS-TE inh: FAS thioesterase (human) inhibition; inhibition, % at 15 µM; 360,000 tested, 0.67% active; recombinant FAS-TE, OMFH fluorogenic substrate, fluorescence endpoint; P49327; AID 602261;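 active = compounds whose normalised, plate-corrected inhibition of enzyme fluorescence in the single-dose primary screen is 50% or more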;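 note: 0% = DMSO with enzyme and 100% = substrate without enzyme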
MsrA inh: inhibits bovine methionine sulfoxide reductase A | purified bovine MsrA, absorbance read-out | inhibition, % at 15.5 µM | 360,000 tested, 0.75% active; in the data active = inhibition above about 4.5%;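 note: 0% = vehicle wells with enzyme and 100% = reference inhibitor wells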
Starred values were filed as active, the others as inactive; i = inactive; x = not tested or not shown.

Results follow in this order: Neddyl block	Rin1 Abl inh	eLon inh	bovine MsrA act	CSN inh	Tb MetRS inh	PABP1 MLLE inh	FAS-TE inh	MsrA inh
> CCCCNS(=O)(=O)c1ccc2nc(SCC(=O)Nc3ccccc3)[nH]c2c1
  i	3	7	-10	-7	-0.5	-94	4	1.1
> Cc1nc2ccccn2c1C(=O)NCC(C)C
  i	3	-3	-4	-3	-0.3	-10	-7	-0.1
> O=C(Nc1cccc(C(=O)N2CCCCC2)c1)C1CCC1
  i	-2	0	1	-1	0.7	-1	-10	0.0
> COc1ccc(CN(C)CC2CCCN(CCc3ccc(F)cc3)C2)cc1OC (stereo not drawn)
  i	-4	5	0	0	-0.1	13	-5	2.4
> O=C1CSC(c2ccccn2)N1c1ccc(Cl)c(Cl)c1 (stereo not drawn)
  i	2	-3	-2	2	0.6	7	0	-0.7
> COc1ccc(/C=C2\C(=O)c3ccccc3OC2c2ccccc2)cc1 (stereo not drawn)
  i	1	-7	-5	-2	-0.7	0	23	1.5
> c1ccc2c(c1)CCN(c1ncnc3c1[nH]c1ccccc13)C2
  i	0	0	-1	1	13*	-2	9	0.2
> CC(=O)c1ccc(OCC(=O)N(C)CC(=O)Nc2ccc(N3CCOCC3)cc2)cc1
  i	-2	-12	-3	-2	0.1	11	2	0.0
> CC1(C(=O)NCc2ccccc2)Cc2c(-c3cccc(C(F)(F)F)c3)ccnc2O1 (stereo not drawn)
  i	0	4	2	1	-0.2	8	17	0.4
> O=C(Nc1ccc(-c2cn3c(n2)SCC3)cc1)c1ccc2c(c1)OCO2
  i	3	-12	-3	5	-0.4	-26	-1	2.1
> Cc1cc(NS(=O)(=O)c2ccc(NC(=O)Cc3cccs3)cc2)no1
  i	3	10	-9	4	-1.2	9	-2	x
> COC(=O)C1(C(=O)OC)C[C@H](c2ccccc2)N(Cc2ccccc2OC)[C@@H]1c1ccccc1
  i	x	x	x	0	-0.5	x	x	2.3
> COc1cccc(N2CCN(C(=O)CCNS(=O)(=O)c3ccc(F)c(F)c3)CC2)c1
  i	-1	6	-11	-2	0.3	-3	0	1.6
> COc1ccccc1OCC(=O)Nc1ccc(C(N)=O)cc1
  i	-5	-16	0	3	0.1	0	-6	-0.5
> NNC(=O)c1cnn(-c2ccccc2)c1C(F)(F)F
  i	-3	1	-1	-1	-0.3	-1	-4	-0.9
> Cc1ccc(NC(=O)C2CC(=O)Nc3ncnn32)cc1Cl (stereo not drawn)
  i	0	2	-3	-6	-0.1	11	-5	-0.1
> COc1ccc(C2c3c(ncn(Cc4ccco4)c3=N)Oc3ccc4ccccc4c32)cc1 (stereo not drawn)
  i	-4	-9	-3	2	0.2	-10	24	0.4
> N/C(=N\OC(=O)COc1ccc(Br)cc1Cl)c1ccncc1
  i	0	-8	-10	-4	0.6	-2	13	0.3
> CC(C)(C)c1ccc(C(=O)NCCCNC(=O)c2ccco2)cc1
  i	-1	12	-8	8	-0.8	4	-1	0.8
> COc1ccc2c(c1)O[C@H]1c3ccc(O)cc3OC[C@@H]21
  i	-2	-8	-2	1	0.3	-2	0	0.1
> Cc1ccc(C(=O)N2CCOCC2)cc1Cl
  i	3	-11	-2	4	-0.2	-7	-8	0.4
> CC(CNc1ccc([N+](=O)[O-])c2cccnc12)Nc1c([N+](=O)[O-])cc(C(F)(F)F)cc1[N+](=O)[O-] (stereo not drawn)
  i	3	3	-9	3	-0.8	1	40	0.6
> CCNC(=S)N1CCCC(C(N)=O)C1 (stereo not drawn)
  i	3	-3	-6	-3	-0.2	-62	-5	0.8
> COC(=O)c1ccc(Cn2c(C)c(C(=O)NCc3cccs3)sc2=O)o1
  i	0	5	4	0	-0.1	15	-3	-0.6
> Cc1c(Cl)cnc(NC(=O)CSc2nnc(C)n2Cc2ccccc2)c1Cl
  i	2	-2	-1	-1	-0.9	-1	-1	-0.5
> O=C(CSc1ccc(-c2ccc(-n3cccn3)cc2)nn1)Nc1ccc([N+](=O)[O-])cc1
  i	1	-4	-16	5	-0.8	17	1	-0.4
> COCC(=O)N1CCC(Oc2ccc(C(=O)NC(C)c3csc(C)n3)cc2)CC1 (stereo not drawn)
  i	-3	2	0	3	-0.6	5	-6	-0.1
> CC(C)(C)C(CN1CCCC1)OC(=O)c1ccccc1 (stereo not drawn)
  i	-1	-2	-3	-1	-0.6	8	-5	0.8
> COc1ccc(/C=C2\N=C(SC)N(C)C2=O)cc1
  i	-3	-9	-9	-2	-1.4	7	-4	2.5
> O=C1SC(SCc2ccccc2)=N/C1=C\c1ccco1
  i	-2	-11	-2	16	0.1	14	-1	0.1
> CC(c1n[nH]c(=S)n1-c1ccccc1)N1CCCCC1 (stereo not drawn)
  i	4	2	-10	2	-1.0	-28	-5	2.8
> COc1ccc(C(=O)CCNc2cccc(Cl)c2)cc1
  i	1	-6	-4	0	0.1	-21	-1	0.0
> COc1ccc(C(=O)Nc2c(C)ccc3nsnc23)cc1[N+](=O)[O-]
  i	2	-9	-5	-4	-0.4	16	-5	0.6
> COc1ccc(-c2c(-c3cc(OC)cc(OC)c3)n(C)c3ccc(-c4ccc5c(c4)OCCO5)cc23)cc1
  i	4	17	-6	-4	-0.2	-2	38	-0.3
> COC(=O)CN1C(=O)CSc2ncccc21
  i	2	-6	-3	2	-0.7	7	-8	0.8
> COc1ccc(/C=N/Nc2nc(-c3ccc(Cl)cc3)cc(C(F)(F)F)n2)cc1OC
  i	0	-10	-1	-2	-0.5	12	32	1.6
> O=C1NCCCCC1NS(=O)(=O)c1cccc(C(F)(F)F)c1 (stereo not drawn)
  i	2	9	-1	1	-0.6	14	-6	-0.9
> CCOC(=O)c1ccccc1NC(=O)COC(=O)C(CC(C)C)NC(N)=O (stereo not drawn)
  i	-2	2	1	-2	0.4	1	-4	0.3
> NNCCc1ccccc1
  i	-4	3	0	-3	-0.4	-10	0	-0.6
> Cc1ccc(/C=N/NC(=O)c2c(-c3ccccc3)noc2C)c(O)c1
  i	-2	3	-9	-4	-0.3	-1	25	0.8
> Cc1ccc(NC(=O)C2(C)CCN2C(=O)CCC2CCCC2)cc1C (stereo not drawn)
  i	0	-12	-1	2	-0.1	-2	14	-0.2
> O=c1c2ccccc2cnn1Cc1n[nH]c(=S)n1-c1cc(Cl)cc(Cl)c1
  i	-3	-4	-5	-5	-1.1	-28	-11	0.6
> CCCCCNC(=O)C1C(=O)Nc2ccccc2C(=O)N1C(C)(C)C (stereo not drawn)
  i	x	x	x	-4	-1.0	x	x	-0.1
> CN(C)c1ccc(-c2nnn(CC(=O)Nc3ccc4c(c3)OCCO4)n2)cc1
  i	4	1	-5	9	-0.3	-10	-6	-1.1
> O=C(NCc1ccccc1Cl)C1CCN(S(=O)(=O)c2ccc(N3CCCC3=O)cc2)CC1
  i	-3	-3	-1	-2	0.0	3	-3	-0.5
> CON1C(=O)C(=O)N(OC)C2CCCCC21 (stereo not drawn)
  i	-2	4	-9	2	-0.8	-41	-6	-0.2
> Cc1ccc2nc(SCC(=O)Nc3cccc([N+](=O)[O-])c3)[nH]c2c1
  i	0	-1	-2	0	72*	-6	42	-0.2
> CCCCOc1ccc(-c2ncc(N)cn2)cc1
  i	0	-4	-3	1	0.5	1	-4	0.9
> N#Cc1ccccc1NC(=O)CSC1=Nc2ccccc2C2CC=NN12 (stereo not drawn)
  i	3	4	-3	-3	0.2	19	9	0.0
> CN(C)S(=O)(=O)c1cccc(NC(=O)C2CCCN(C(=O)c3ccc(Cl)cc3)C2)c1 (stereo not drawn)
  i	4	-4	0	-2	-0.3	12	0	-0.1
> CCOc1ccc(OCCC(=O)OCC(=O)c2c(N)n(CC(C)C)c(=O)n(C)c2=O)cc1
  i	-3	-8	-1	-2	-0.3	-11	12	0.1
> CCOC(=O)CSc1n[nH]c(NC(=O)c2cccc(C(F)(F)F)c2)n1
  i	-2	-3	-3	-1	-0.3	-8	11	-0.8
> CC(C)(C)c1ccccc1NC(=O)NC1CCN(Cc2c(F)cccc2Cl)CC1
  i	-2	-4	-3	-10	0.2	5	-8	-1.3
> O=C(COc1ncnc2ccccc12)Nc1ccc(Cl)c([N+](=O)[O-])c1
  i	3	0	-4	-2	2.0	-5	68*	0.1
> NS(=O)(=O)c1ccc(CNC(=O)c2cc(-c3cccs3)nc3ccccc23)cc1
  x	-4	-4	0	2	0.1	-9	6	2.2
> O=C(N/N=C/c1cccc(OC(=O)N2CCOCC2)c1)c1cccs1
  i	-4	-8	-1	-1	-0.2	-19	-11	0.0
> Cc1ccc(S(=O)(=O)NCC(=O)N(CC(=O)NCc2ccc(F)cc2)CC2CCCO2)cc1 (stereo not drawn)
  i	3	-4	-2	3	-0.2	2	-4	0.3
> O=C(NCC1OCCCN1S(=O)(=O)c1cc(F)ccc1F)C(=O)NC1CCCCC1 (stereo not drawn)
  i	2	-2	-4	-1	0.6	3	-6	1.0
> Cn1nccc1C(=O)N1CCN(c2ncccn2)CC1
  i	4	-10	-4	-3	-0.4	13	-10	-1.5
> Cc1ccc2cccc(S(=O)(=O)N3CCN(c4ccccc4F)CC3)c2n1
  i	-4	2	-2	1	0.3	-6	29	x

Assay outcomes deposited in PubChem by several laboratories.
